Screening results from PubChem BioAssay.
GAA spleen mod: inhibits or activates alpha-glucosidase in human spleen homogenate; actives 0.006% (n = 240,000); Potency, µM (doses to about 79.9 µM), without a hit: at the top dose activity change, negative = inhibition, actives largely listed as inhibitors; AID 2112; human spleen homogenate, 4-MU-alpha-glucoside fluorescence;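 note: 0% = enzyme with vehicle and -100% = no enzyme basal signal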
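Enzyme source: human spleen homogenate, 1 ug/well. Buffer 50 mM citric acid/K phosphate pH 5.0, 0.01% Tween-20. 4-MU-alpha-glucoside 1 mM; 37 C x 40 min; NaOH/glycine stop; fluorescence.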
L3MBTL1 block: L3MBTL1 (human) inhibition; Q9Y468; Potency, µM (series often up to 57.1 µM), for the others: top-dose activity, negative = inhibition, actives largely listed as inhibitors; actives 0.66% (n = 230,000); AlphaScreen L3MBTL1–H3K9me1 peptide binding; AID 485360; note: nearly all actives have a fitted effect of over 60% in size
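Displacement of a biotinylated histone H3(1-15) peptide monomethylated at Lys9 (75 nM) from L3MBTL1 (50 nM) was measured by AlphaScreen after a 30 min room-temperature compound incubation; cefsulodin titration served as intraplate control.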
GoLoco inh red: RGS12 GoLoco-Gai1 interaction inhibition; P63096; Gai1:RGS12 GoLoco peptide FP, rhodamine, 10 min; Potency, µM (titrated, usually from 61.6 µM), for the others: top-dose activity, negative = inhibition, most hits filed as inhibitors; actives 0.44% (n = 230,000); active = well fitted inhibition curve with a large enough effect, not every such curve was filed as active; inactive = no such curve, though single readings can be large or run the other way; note: nearly all actives have a fitted effect of over 30% in size; many of its hits are not listed in these tables
Target sequence (P63096 whole entry, looked up): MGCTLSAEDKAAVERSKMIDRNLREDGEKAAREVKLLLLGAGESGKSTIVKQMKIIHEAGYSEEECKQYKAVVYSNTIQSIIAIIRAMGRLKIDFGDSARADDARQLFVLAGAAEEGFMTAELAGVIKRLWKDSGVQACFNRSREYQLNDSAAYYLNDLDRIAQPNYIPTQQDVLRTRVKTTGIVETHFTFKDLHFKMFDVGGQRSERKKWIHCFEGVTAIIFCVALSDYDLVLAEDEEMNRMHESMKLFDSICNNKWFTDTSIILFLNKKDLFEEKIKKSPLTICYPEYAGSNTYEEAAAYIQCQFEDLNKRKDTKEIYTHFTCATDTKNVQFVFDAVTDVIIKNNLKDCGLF
GAA inh: inhibitors of human lysosomal alpha-glucosidase; purified human GAA, 4-MU-alpha-glucoside fluorescence; Potency, µM (highest dose often 76.9 µM), for inactives: top-dose activity change, negative = inhibition, actives largely listed as inhibitors; actives 0.005% (n = 200,000); AID 1466;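 note: plate controls were uninhibited enzyme wells for no effect and no-enzyme background for full effect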
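Activity normalized between no-enzyme (basal) and enzyme-only wells. Conditions: 4 nM human enzyme, 400 uM fluorogenic substrate, citrate/phosphate pH 5.0 with Tween-20, 20 min room temperature, compounds up to 77 uM.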
TR SRC2 fluor cs: Texas Red fluorescence interference in TRb-SRC2 counter-screen; TRb/SRC2 Texas Red total fluorescence interference; Potency, µM (top dose mostly 106 µM), for inactives: at the highest dose fluorescence change, negative = quenching; actives 0.29% (n = 280,000); AID 1479; active = well fitted curve in either direction with a large enough effect; inconclusive = small, poorly fitted or top-dose-only effect
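Human TRβ ligand-binding domain (0.6 uM) and Texas Red SRC2 peptide (20 nM) in Tris buffer with 1 uM T3 and 5% DMSO were incubated with pinned compound for 5 hr at ambient temperature. Total fluorescence was computed as S + 2P (555/632 nm).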
TRb SRC2 PPI: inhibitors of human thyroid hormone receptor beta-SRC2 interaction; actives 0.065% (n = 280,000); TRbeta-SRC2 peptide binding, fluorescence polarization; receptor liganded with 1 µM T3; Potency, µM (doses to about 106 µM), for the others: top-dose activity change, negative = inhibition, most hits filed as inhibitors; P10828;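 note: plate controls were bound peptide for no effect and peptide without receptor for full effect; nearly all actives have a fitted effect of over 50% in size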
Target sequence (P10828 whole entry, looked up): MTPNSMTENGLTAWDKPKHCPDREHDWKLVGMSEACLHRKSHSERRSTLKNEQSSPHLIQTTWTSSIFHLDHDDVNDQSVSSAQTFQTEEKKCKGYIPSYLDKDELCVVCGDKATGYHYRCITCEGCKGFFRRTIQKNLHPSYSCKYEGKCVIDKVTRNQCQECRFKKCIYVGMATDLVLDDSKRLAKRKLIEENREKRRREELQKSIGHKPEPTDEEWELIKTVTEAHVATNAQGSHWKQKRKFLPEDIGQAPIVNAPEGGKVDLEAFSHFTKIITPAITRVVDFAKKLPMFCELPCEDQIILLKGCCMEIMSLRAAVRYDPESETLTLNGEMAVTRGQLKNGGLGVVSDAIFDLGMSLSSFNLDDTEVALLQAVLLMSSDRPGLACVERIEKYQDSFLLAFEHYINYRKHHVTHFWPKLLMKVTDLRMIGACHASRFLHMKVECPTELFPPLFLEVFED
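Quantitative HTS by FP: 0.6 uM TRb LBD, 20 nM labeled SRC2 20-mer, 1 uM T3, 5% DMSO; 5 hr ambient incubation; % activity per concentration and potencies from concentration series.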
GAA glycogen mod: GAA glycogen-cleavage inhibition or activation; P10253; actives 0.38% (n = 300,000); recombinant GAA, glycogen substrate, Amplex Red glucose oxidase fluorescence; Potency, µM (doses to about 76.4 µM), for inactives: at the top dose activity change, negative = inhibition, actives largely listed as inhibitors;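 note: 0% = full enzyme reaction and -100% = no-enzyme basal signal; the screen sought inhibitors and activators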
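Recombinant human alpha-glucosidase (4 nM final) hydrolysed bovine liver glycogen (30 ug) for 40 min at 37 C in pH 5.0 citrate/phosphate with 0.01% Tween-20. Released glucose detected by glucose oxidase/Amplex Red, Ex 573/Em 610 nm. Compounds up to 77 uM; AC50 from Hill fits.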
RECQ1 inh: blocks DNA unwinding by human RECQ1 | P46063 | RECQ1 DNA unwinding, red fluorescence kinetic read | Potency, µM (highest dose often 57.3 µM), without a hit: top-dose activity, negative = inhibition, most hits filed as inhibitors | actives 0.54% (n = 240,000);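 note: plate controls were vehicle for no effect and no enzyme for full effect; nearly all actives have a fitted effect of over 30% in size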
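50 nM RECQ1T1 preincubated 15 min with compound in Tris pH 8.0 buffer with MgCl2, DTT, Tween-20 and 2.5 ug/ml poly(dI-dC); started with 200 nM TAMRA/BHQ-2 forked duplex and 2 mM ATP. Unwinding read as fluorescence (525/598 nm), two reads 2 h apart.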
* marks the source's active call; other numbers are inactive results; i = inactive; u = inconclusive; x = not tested or not shown; & = joins results of further samples; [ ] = another dose, or the depositor's remark. Unless noted, calls come from the whole dose curve; as a rule, active = well fitted curve in the direction sought with a large enough effect; inconclusive = small, poorly fitted or top-dose-only effect, or another doubt; inactive = no such curve, though single readings can be large; an effect the other way counts as inactive or inconclusive. Unless noted, % is set by controls: 0 for no effect and ±100 for the full control effect; potency is the fitted concentration of half-maximal effect. Some of the compounds tested, so the mix of outcomes need not match the whole.

SMILES	GAA spleen mod	L3MBTL1 block	GoLoco inh red	GAA inh	TR SRC2 fluor cs	TRb SRC2 PPI	GAA glycogen mod	RECQ1 inh
CC1=NOC(=O)/C1=C\c1ccccc1	0%	x	-8%	x	-1%	-3%	10%	20%
CCCOc1cc(C)c(S(=O)(=O)n2ccc(C)n2)cc1C	0%	x	2%	-5%	-4%	-14%	1%	i
CCOC(=O)c1c(C)cc(OC)cc1O	6%	x	3%	x	1%	1%	x	-4%
CCOC(=O)C1C(c2ccc(C)o2)NC(=O)NC1(O)C(F)(F)F (stereo unspecified)	3%	-4%	-1%	-7%	2%	5%	-5%	0%
CCC(C(=O)NC1CCCCC1)n1c(SCc2ccc(F)cc2)nc2ccncc21 (stereo unspecified)	1%	7%	2%	u	-3%&0%	-2%&0%	-11%[76.3 µM]	1%
C=CCN1C(=O)C(C)S/C1=N\S(=O)(=O)c1ccc(Cl)cc1 (stereo unspecified)	6%	44%[activator]	-15%	6%	-2%[53 µM]	-1%[53 µM]	2%	0%
CS(=O)(=O)N1CCC(C(=O)Nc2ccc(Br)cc2F)CC1	-20%	x	-1%	-3%	-3%	-4%	2%	i
Cc1nc(C(C)NC(=O)CCc2nnc(Cc3c[nH]c4ccccc34)o2)cs1 (stereo unspecified)	2%	17%	14%	10%	-5%	4%	-6%	i
CC(C)(C)NC(=O)c1cccc2c1OC(C)(C)C2	-3%	0%	-3%	-8%	-2%	-4%	-2%	-2%
C=CCNC(=O)c1ccc(C(=O)c2ccccc2)cc1	-13%	3%	9%	-6%	6%	2%	1%	-21%
CC(NC(=O)c1ccccc1F)c1ccccc1 (stereo unspecified)	2%	8%	2%	x	0%	4%	8%	i
O=C(Cc1ccc(Cl)cc1)Nc1ccccc1C(=O)Nc1ccc(C(=O)O)cc1	-6%	x	-8%	-2%	-6%	-11%	-2%	-3%
ClCc1csc(N/N=C/c2cccs2)n1	-4%	-17%	74%[activator]	x	-4%	5%	u	-5%
COc1ccc(/C=C/C(=O)c2ccccc2)c(OC)c1	0%	14%	11%	-3%	-4%	-1%	-1%	-19%
O=C(NCCN1CCc2ccccc2C1)C1CC(=O)N(C2CCCC2)C1 (stereo unspecified)	-16%	21%	-8%	-5%	-1%	-30%	17%	0%
Cc1ccc(S(=O)(=O)/N=S(/C)c2ccccc2)cc1 (stereo unspecified)	4%	27%	14%	-1%	1%	-19%	9%	-9%
O=C(Nc1nc(-c2ccc(Cl)cc2Cl)cs1)C1CCCO1 (stereo unspecified)	2%	10%	8%	11%	-2%	-3%	8%	-10%
Cc1nnc(NC(=O)C2CCCN(S(=O)(=O)Cc3ccccc3)C2)s1 (stereo unspecified)	-3%	-2%	4%	-5%	0%	-4%	6%	i
CN(CCCNC(=O)c1ccc(N2CCCC2=O)cc1)c1ccccc1	-6%	1%[11.4 µM]	-8%	-6%	-4%	-5%	-15%	4%
CCOC(=O)C1CCN(C(=O)COc2cccc(C)c2)CC1	2%	-14%	8%	-7%	-4%	-13%	0%	i
Nc1cc(N)nc(SCC(=O)c2ccc3c(c2)NC(=O)CO3)n1	-3%	20%	12%	0%	-1%	-11%	7%	-3%
COCCNC(=O)c1cc2c(=O)n3cccc(C)c3nc2n(Cc2ccncc2)c1=N	-2%	1%	-6%	u	-2%	0%	-8%	-1%
O=c1c2ccccc2ncn1Cc1cccc2ccccc12	-1%	3%	9%	-3%	-2%	8%	-15%	i
CC(=O)c1cccc(CN2CCN(C3CCCCC3)C(CCO)C2)c1 (stereo unspecified)	0%	7%	1%	x	0%	-2%	-9%	i
CC(=O)c1cc(C#N)c(Oc2cc(C)cc(C)c2)nc1C	3%	9%	0%	-5%	0%	5%	-6%	-1%
CCOC(=O)N1CCC(NC(=O)c2cc(C(=O)Nc3ccc(F)cc3F)ccc2CO)CC1	0%	x	0%	-5%	-1%	-16%	6%	-9%
Cc1ccc(S(=O)(=O)N2CCCCC2C(=O)N2CCN(c3ccccc3F)CC2)cc1 (stereo unspecified)	-3%	x	4%	-9%	0%	9%	2%	-1%
CCN1C(=O)c2ccc(-c3nc4ccccc4c(=O)o3)cc2C1=O	-5%	6%	5%	x	1%	6%	-11%	-17%
CSc1sc(C(=O)N(C)C)c2c1S(=O)(=O)N(C)c1ccccc1-2	1%	-7%	0%	x	-4%	-7%	-4%	-4%
Cc1cc(C(=O)CSc2nnnn2-c2ccc(O)cc2)c(C)n1Cc1ccc2c(c1)OCO2	4%	20%[11.4 µM]	2%	u	-2%	-8%	-2%	-15%
COc1cc(C(=O)Nc2nc(-c3ccc(C)cc3)cs2)ccc1OCC(=O)N1CCOCC1	-12%	-9%	15%	u	0%	6%	1%	-1%
CNC(=O)CSc1nnc(-c2ccco2)n1-c1ccccc1OC	-1%	-8%	3%	-16%	-4%	7%	6%	15%
O=C(NN=C1CCN(Cc2ccccc2)CC1)c1cc(Br)ccc1O	-6%	x	7%	2%	0%	-7%	u	5%
c1ccc2c(c1)OCC(c1nn3c(Cn4nnc5ccccc54)nnc3s1)O2 (stereo unspecified)	-9%	35µM*	3%	-5%	-5%	-5%	-10%	-9%
Cc1ccc(C(=O)NN2C(=O)C3C(C2=O)C2C=CC3C23CC3)cc1 (stereo unspecified)	-10%	x	-7%	-13%	-2%	-1%	3%	i
Cc1ccc2c(ccc[n+]2CC(=O)c2ccccc2)c1	-28%	-6%	21%	4%	1%	0%	-2%	-1%
CCCNc1nc(OC(C(F)(F)F)C(F)(F)F)nc(OC(C(F)(F)F)C(F)(F)F)n1	-3%	x	13%	-12%	0%	0%	3%	-11%
CCN1CCN(C(=O)NCc2ccccc2)CC1	-5%	x	1%	x	-1%	-3%	-1%	-5%
O=C1NC(=S)S/C1=C/c1ccc(Oc2cnccn2)cc1	-19%	3%	-2%	-8%	1%	-9%	-7%	0%
Cc1csc(N(C)C(=O)CSc2nnc(COc3ccccc3C)o2)n1	-6%	x	4%	-8%	1%	7%	-23%	-5%
O=C(CN1CC(=O)Nc2ccccc21)NCCc1ccc(Cl)cc1Cl	6%	x	8%	2%	0%	-5%	-2%	-6%
Cc1ccc(NC(=O)N2CCC(NC(=O)C(C)(C)C)CC2)cc1	-12%	-7%	1%	7%	3%	12%	14%	-6%
CC(=O)N1CCN=C1SCc1c(F)cccc1Cl	3%	0%	3%	-7%	0%	-5%	6%	-3%
O=C(C1=C[C@H](C2CC2)C[C@H](OCc2ccc(CO)cc2)O1)N1CCOCC1	3%	3%	-8%	x	0%	-4%	-9%	i
O=C1CC(N2CCC(c3nc4ccccc4[nH]3)CC2)C(=O)N1Cc1ccccc1 (stereo unspecified)	-1%	x	0%	0%	0%	0%	5%	6%
COc1cc(OC)c(OC)cc1/C=N/NC(=O)CC1C(=O)NN=C1C (stereo unspecified)	-7%	3%	-1%	-3%	-4%	-13%	u	0%
COc1ccc(C(=O)COC(=O)CCc2ccccc2)cc1	6%	x	-2%	x	-2%	4%	0%	2%
O=C(O)CC1S/C(=N/N=C/c2ccc(-c3ccc(Cl)cc3[N+](=O)[O-])o2)NC1=O (stereo unspecified)	-3%	x	9%	u	-10%	u	-8%	-6%
COc1ccc(-c2[nH]c(-c3ccc(F)cc3)nc2SCC(=O)NC2CCCC2)cc1	-4%	-21%	247%[activator]	-2%	-2%	2%	-6%	0%
CC1=CC(C)(C)N(C(=O)CN2C(=O)CCC2=O)c2ccc(C)cc21	-2%	-19%	-8%	u	0%	2%	9%	13%
O=C(C1CCCN(S(=O)(=O)c2ccccc2[N+](=O)[O-])C1)N1CCCC1 (stereo unspecified)	1%	4%	-7%	-1%	4%	-3%	-4%	-9%

Part of the list above in order of heavy-atom count, falling.
SMILES	GAA spleen mod	L3MBTL1 block	GoLoco inh red	GAA inh	TR SRC2 fluor cs	TRb SRC2 PPI	GAA glycogen mod	RECQ1 inh
CCCNc1nc(OC(C(F)(F)F)C(F)(F)F)nc(OC(C(F)(F)F)C(F)(F)F)n1	-3%	x	13%	-12%	0%	0%	3%	-11%
O=C1CC(N2CCC(c3nc4ccccc4[nH]3)CC2)C(=O)N1Cc1ccccc1 (stereo unspecified)	-1%	x	0%	0%	0%	0%	5%	6%
O=C(O)CC1S/C(=N/N=C/c2ccc(-c3ccc(Cl)cc3[N+](=O)[O-])o2)NC1=O (stereo unspecified)	-3%	x	9%	u	-10%	u	-8%	-6%
O=C(C1=C[C@H](C2CC2)C[C@H](OCc2ccc(CO)cc2)O1)N1CCOCC1	3%	3%	-8%	x	0%	-4%	-9%	i
Cc1csc(N(C)C(=O)CSc2nnc(COc3ccccc3C)o2)n1	-6%	x	4%	-8%	1%	7%	-23%	-5%
O=C(CN1CC(=O)Nc2ccccc21)NCCc1ccc(Cl)cc1Cl	6%	x	8%	2%	0%	-5%	-2%	-6%
CC1=CC(C)(C)N(C(=O)CN2C(=O)CCC2=O)c2ccc(C)cc21	-2%	-19%	-8%	u	0%	2%	9%	13%
Cc1ccc(NC(=O)N2CCC(NC(=O)C(C)(C)C)CC2)cc1	-12%	-7%	1%	7%	3%	12%	14%	-6%
COc1ccc(C(=O)COC(=O)CCc2ccccc2)cc1	6%	x	-2%	x	-2%	4%	0%	2%
O=C1NC(=S)S/C1=C/c1ccc(Oc2cnccn2)cc1	-19%	3%	-2%	-8%	1%	-9%	-7%	0%
CCN1CCN(C(=O)NCc2ccccc2)CC1	-5%	x	1%	x	-1%	-3%	-1%	-5%
